EBNA-1 inh = blocks EBNA-1 binding to DNA; EBNA-1 DNA binding, fluorescence polarization; inhibition, % at 14.8 µM; actives 0.34% (n = 300,000); AID 1950; in the data active means inhibition above about 28%
HCV core dimer = blocks dimerization of HCV core protein; TR-FRET GST/Flag-core106 dimerization, 1536-well; inhibition, % at 5 µM; AID 1899; actives 0.33% (n = 300,000);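 active means inhibition above the mean of all tested compounds plus 3 SD, set per screening campaign, cut at about 45% in these data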
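Test system: GST/Flag-tagged HCV core106 proteins; Medium: KF-containing HEPES buffer, pH 7.45, DTT, CHAPS, BSA; Times: compound-protein-antibody incubation 4 h at 22.5 °C; Detection: TR-FRET 671 and 617 nm emission; Benchmarks: wells lacking GST-core106 and wells with excess unlabelled core106.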
ZTA counter = ZTA (EBV) inhibition in EBNA-1 counter-screen | inhibition, % at 11 µM | P03206 | AID 2234 | actives 0.15% (n = 320,000) | ZTA-DNA binding, fluorescence polarization; in the data active means inhibition above about 33%
Target sequence (P03206 whole entry, looked up): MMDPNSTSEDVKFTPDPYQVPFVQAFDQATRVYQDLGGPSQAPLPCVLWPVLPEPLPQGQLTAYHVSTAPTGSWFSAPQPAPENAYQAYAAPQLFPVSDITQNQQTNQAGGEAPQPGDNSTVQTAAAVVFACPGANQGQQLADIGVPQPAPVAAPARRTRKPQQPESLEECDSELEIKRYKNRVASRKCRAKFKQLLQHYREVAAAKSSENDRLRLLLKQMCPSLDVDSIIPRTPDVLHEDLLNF
PP1 counter = counter-screen for PP5 inhibitors: inhibitors of human PP1-alpha. P62136. purified PP1alpha, OMFP fluorescence. actives 0.9% (n = 320,000). inhibition, % at 6.7 µM;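 active means inhibition above the mean inhibition of all tested compounds plus 3 SD, computed separately for each screening campaign, cut at about 15% in these data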
TPT1 inhibitor = inhibitors of Candida albicans tRNA 2'-phosphotransferase TPT1. recombinant caTPT1, FP RNA substrate dephosphorylation. actives 0.81% (n = 300,000). AID 1962. inhibition, % at 5 µM;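 active means inhibition above the mean of all tested compounds plus 3 SD, set per screening campaign, cut at about 24% in these data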;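 further: plate controls were DMSO alone for no effect and ferristatin control at 100 nM for full effect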
PP5 inh = PP5 (human) phosphatase inhibition; purified PP5c, OMFP substrate fluorescence; inhibition, % at 6.7 µM; actives 0.18% (n = 320,000); AID 1987;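 active means inhibition above the campaign's mean inhibition across all tested compounds plus 3 SD, cut at about 9.5% in these data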;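 further: 0% = DMSO only and 100% = 100 µM cantharidin control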
Target sequence (P53041 whole entry, looked up): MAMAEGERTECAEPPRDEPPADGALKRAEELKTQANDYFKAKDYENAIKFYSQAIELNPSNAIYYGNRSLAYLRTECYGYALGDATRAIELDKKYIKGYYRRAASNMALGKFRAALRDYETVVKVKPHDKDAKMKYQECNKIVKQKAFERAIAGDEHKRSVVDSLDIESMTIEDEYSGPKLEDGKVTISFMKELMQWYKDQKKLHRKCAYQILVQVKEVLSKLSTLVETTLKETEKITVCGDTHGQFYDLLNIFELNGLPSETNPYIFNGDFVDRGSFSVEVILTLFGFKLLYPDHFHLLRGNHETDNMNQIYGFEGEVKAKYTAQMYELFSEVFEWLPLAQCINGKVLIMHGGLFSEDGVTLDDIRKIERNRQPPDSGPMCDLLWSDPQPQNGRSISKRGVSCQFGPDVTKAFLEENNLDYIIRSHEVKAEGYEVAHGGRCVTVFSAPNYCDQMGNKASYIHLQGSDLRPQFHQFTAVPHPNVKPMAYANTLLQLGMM
PREPL inh = inhibitors of human prolyl oligopeptidase-like enzyme PREPL; Q4J6C6; recombinant PREPL, fluorescence polarization activity-based probe; inhibition, % at 5.96 µM; actives 0.68% (n = 320,000); in the data active means inhibition above about 43%;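 further: 0% = enzyme with DMSO and 100% = wells lacking enzyme; many of its hits are not listed in these tables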
Efflux pump mplx = antifungal efflux pump inhibition, Nile Red retention. S. cerevisiae Candida pump triplex. inhibition, % at 10 µM. actives 0.44% (n = 330,000);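 active means plate passing quality check with inhibition over a set limit, or well fluorescence over plate mean plus 4 SD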;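 further: Nile Red retained in pooled yeast measured as flow cytometry median fluorescence; 0% = buffer negative control and 100% = Enniatin B positive control; higher means more Nile Red kept so more efflux inhibition; some compounds called inactive have numbers as strong as hits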
CTSL1 counter = blocks F. hepatica cathepsin L1 in PFM18AAP counter-screen. recombinant F. hepatica cathepsin L1, Z-Leu-Arg-MCA fluorescence. inhibition, % at 5.96 µM. actives 0.49% (n = 300,000). AID 1906;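 active means inhibition above the mean of all tested compounds plus 3 SD, set per screening campaign, cut at about 17% in these data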;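 further: 0% = plate median of test compound wells and 100% = 1 µM Z-Phe-Ala-diazomethylketone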
Numbers without * were called inactive; nt = not tested or not shown. An excerpt; rates above refer to the full screens.

SMILES	EBNA-1 inh	HCV core dimer	ZTA counter	PP1 counter	TPT1 inhibitor	PP5 inh	PREPL inh	Efflux pump mplx	CTSL1 counter
COc1ccc(-n2c(O)c(C(C)=Nc3ccc4c(c3)CCC4)c(=O)[nH]c2=O)cc1	-6.9	-0.8	-2.8	-0.3	0.5	1.6	5.7	0.0	0.4
C[C@]12CCC(=O)C=C1CC[C@@H]1C2[C@H](O)C[C@]2(C)C(=O)CCC12 (some centres undefined)	5.4	-0.6	-2.8	-0.7	-3.4	1.4	-12.0	-0.1	1.4
CC1(C)CC(=O)C(C=NCCN2CCN(C(=O)Cc3ccccc3)CC2)=C(O)C1	5.6	4.1	6.5	-0.8	-4.3	-2.9	4.8	0.0	1.1
Cc1nc2cc(C(=O)N3CCC4(CC3)OCCO4)ccc2n1-c1ccc(Br)cc1	-3.2	2.2	7.7	0.4	-5.0	1.4	9.9	0.1	-4.3
CC1(c2ccccc2)NCCN2C(=O)CSC21 (centres undefined)	1.9	-7.4	13.7	-3.0	3.1	0.2	2.6	0.0	3.6
CCN1CCN(Cc2nc3ccc([N+](=O)[O-])cc3c(=O)n2-c2ccccc2F)CC1	-10.6	4.0	-2.9	-2.3	2.6	-2.1	14.4	0.3	1.2
CC(=NCCCO)c1c(O)n(Cc2ccccc2)c(=O)[nH]c1=O	10.0	-2.4	7.6	-1.6	2.9	-0.9	1.9	0.1	1.2
O=C(CCNC(=O)N1C[C@H]2C[C@@H](C1)c1cccc(=O)n1C2)Nc1ccc(F)cc1	-2.7	0.5	-7.6	-5.5	-0.4	0.3	6.3	0.0	-0.9
O=S1(=O)CC2(N3CCOCC3)CCCCCCC21 (centres undefined)	-1.9	-0.3	0.8	-3.9	2.6	3.2	3.5	0.1	-4.2
O=C1NC(=O)N(c2ccccc2F)C(=O)/C1=C/c1cn(CC(=O)N2CCOCC2)c2ccccc12	-9.7	3.5	5.4	7.4	28.4*	-5.9	4.1	0.1	-7.6

Random excerpt: 3 records from the list, in no set order.
SMILES	EBNA-1 inh	HCV core dimer	ZTA counter	PP1 counter	TPT1 inhibitor	PP5 inh	PREPL inh	Efflux pump mplx	CTSL1 counter
O=S1(=O)CC2(N3CCOCC3)CCCCCCC21 (centres undefined)	-1.9	-0.3	0.8	-3.9	2.6	3.2	3.5	0.1	-4.2
O=C(CCNC(=O)N1C[C@H]2C[C@@H](C1)c1cccc(=O)n1C2)Nc1ccc(F)cc1	-2.7	0.5	-7.6	-5.5	-0.4	0.3	6.3	0.0	-0.9
COc1ccc(-n2c(O)c(C(C)=Nc3ccc4c(c3)CCC4)c(=O)[nH]c2=O)cc1	-6.9	-0.8	-2.8	-0.3	0.5	1.6	5.7	0.0	0.4

(list continues)
SMILES	EBNA-1 inh	HCV core dimer	ZTA counter	PP1 counter	TPT1 inhibitor	PP5 inh	PREPL inh	Efflux pump mplx	CTSL1 counter
CN1CC(C(=O)c2ccc(Cl)cc2)C(c2ccc(Cl)cc2Cl)C1 (centres undefined)	4.5	7.1	7.4	5.4	-6.7	0.1	-22.2	-0.1	3.2
Cc1nc2cc([N+](=O)[O-])ccc2c(=O)n1-c1ccc(Br)cc1	-2.7	11.6	9.9	1.1	-1.0	-1.4	9.1	-0.1	1.3
CSc1ccc(CNC(C)C(O)c2ccccc2)cc1 (centres undefined)	-2.5	1.1	-6.4	-5.4	0.3	-0.3	1.8	-0.1	6.1
CC(C)Oc1cccc(C(=O)C2CCCN(C3CCOCC3)C2)c1 (centres undefined)	-17.2	-2.2	8.8	-2.8	1.5	1.4	-14.4	0.3	3.6
Cc1c(CCN)ccc2c1[nH]c1ccccc12	-24.3	-12.8	-1.7	-3.2	1.6	2.0	16.1	0.4	2.1
O=C(c1cc(S(=O)(=O)N2CCOCC2)ccc1F)N1CCC2(CC1)OCCO2	-0.8	2.6	-3.7	-8.2	-5.3	1.4	11.4	-0.1	4.1
COc1ccc2c(c1O)[C@]13CCN(C)[C@H](C2)[C@@H]1CCC(=O)C3	1.2	0.7	2.7	-4.5	-0.3	-1.5	25.5	-0.1	2.3
C=CCn1c(O)c(/C=N/NC(=O)c2ccncc2)c(=O)[nH]c1=O	-12.6	-0.8	5.3	-0.9	5.4	2.1	-1.5	0.1	3.5
Cc1ccc2c(c1)N(CCC(=O)N1CCC3(CC1)OCCO3)C(=O)CO2	14.0	-2.2	-5.0	0.2	-0.6	0.5	-0.8	-0.1	0.4
O=C(C(=O)N1CCC2(CC1)OCCO2)c1c[nH]c2ccccc12	-0.7	-5.0	-7.6	-2.7	-0.8	-1.4	-2.3	-0.1	-3.0
CCOP(=O)(OCC)C(Cc1ccccc1)NC(C)=O (centres undefined)	16.8	1.3	6.8	-7.9	-1.8	0.7	5.8	0.0	-3.7
CCCCNC(=O)c1c(N)n(CCCOC)c2nc3ccccc3nc12	-4.7	3.7	8.9	4.6	0.6	4.9	13.9	0.0	0.6
CN1CCN(c2nc(N(C)C)oc(=O)c2C#N)CC1	2.8	0.5	-29.4	-2.0	-2.6	0.8	2.1	0.0	-4.0
COc1ccc(C(=O)CN2CCCCC2)cc1	11.2	3.2	6.9	-2.2	-0.7	-1.1	6.0	0.1	0.3
CCC1(C2=NCCN2)Cc2ccccc2O1 (centres undefined)	-1.1	-3.4	2.1	1.3	-2.1	-0.2	2.5	-0.1	-1.2
O=C1NC(=O)C(CCc2ccncc2)(Cc2ccc(OCc3ccccc3)cc2)C(=O)N1	24.7	-1.2	1.7	-3.8	-0.3	-0.1	-2.1	-0.1	3.7
CCC(=NCCOc1ccc(Cl)cc1)c1c(O)n(C)c(=O)n(C)c1=O	-10.6	-4.6	-13.0	0.2	2.3	3.7	39.5	0.4	3.4
COCCOC(=O)c1c(C)n(C)c2ccc(OC(=O)N(C)C)cc12	-9.4	-2.8	1.1	-4.2	-3.3	2.0	5.4	0.1	-0.5
FC(F)(F)Oc1ccc(C2NCc3ccccc3-n3cccc32)cc1 (centres undefined)	6.7	1.8	4.8	3.3	-1.1	1.6	-24.2	-0.3	1.2
Cc1ccc(N2C(=O)NC(=O)/C(=C\c3ccsc3)C2=O)cc1C	0.0	11.8	8.0	-1.4	27.6*	-0.2	-2.7	0.1	-4.2
Cc1c(C=O)c2ccccc2n1Cc1ccccc1	-3.9	3.3	-3.4	-2.7	-1.1	1.9	7.1	0.4	-2.9
NC(CC(=O)O)C1CCCCC1 (centres undefined)	-8.0	-2.8	1.7	-3.4	3.6	3.1	-6.9	0.1	-3.6
CC1NCCC2(O)CCCCC12 (centres undefined)	0.5	0.4	12.5	-2.9	2.7	2.6	-1.5	0.2	-4.5
Cc1nn(C2CCOC(C)(C)C2)c2c1C(c1ccc(OC(C)C)cc1)SCC(=O)N2 (centres undefined)	4.6	-0.9	-1.8	-2.5	1.8	-0.8	4.8	0.0	0.7
CCN1CCN(c2ccc(N)cc2C)CC1	-15.5	-3.5	-1.6	-1.8	-1.2	-1.7	10.8	-0.2	-3.2
O=C1C=Cc2ccccc2C1=O	11.0	5.0	13.7	-3.3	-3.6	-1.7	8.1	-0.1	4.0
CCC(=Nc1cc(OC)ccc1OC)c1c(O)[nH]c(=O)[nH]c1=O	-12.2	-15.5	-15.2	6.8	-2.6	0.7	16.6	0.0	0.4
CC(NC(=O)Oc1ccccc1)C(c1cccs1)N1CCOCC1 (centres undefined)	10.8	-2.1	13.8	-0.6	0.8	2.5	7.0	-0.3	2.6
O=[N+]([O-])c1cccc(C2N3CCCN23)c1 (centres undefined)	-3.8	2.8	-0.9	1.3	-5.2	0.1	-0.1	-0.2	-0.4
O=S(=O)(c1ccc(Cl)cc1)N1CC1c1ccccc1 (centres undefined)	13.8	4.5	0.8	-7.0	-2.3	-1.5	-15.1	-0.1	-3.3

Results in CTSL1 counter, TPT1 inhibitor and PP1 counter, for some of the entries so far:
Compound	CTSL1 counter	TPT1 inhibitor	PP1 counter
CCC(=Nc1cc(OC)ccc1OC)c1c(O)[nH]c(=O)[nH]c1=O	0.4	-2.6	6.8
CC(NC(=O)Oc1ccccc1)C(c1cccs1)N1CCOCC1 (centres undefined)	2.6	0.8	-0.6
O=[N+]([O-])c1cccc(C2N3CCCN23)c1 (centres undefined)	-0.4	-5.2	1.3
O=S(=O)(c1ccc(Cl)cc1)N1CC1c1ccccc1 (centres undefined)	-3.3	-2.3	-7.0

Carrying on:
SMILES	EBNA-1 inh	HCV core dimer	ZTA counter	PP1 counter	TPT1 inhibitor	PP5 inh	PREPL inh	Efflux pump mplx	CTSL1 counter
O=[N+]([O-])c1ccc(N2CCCNCC2)c2ncccc12	10.4	-6.2	5.0	-4.2	0.2	0.7	8.7	0.0	0.4
COC(=O)C1=C(c2cccc(C#N)c2)C[C@@H]2CC[C@H]1N2C(=O)N1CCCCC1	nt	nt	-14.5	-0.6	nt	-0.9	11.4	-0.2	nt
CN1C(=O)N(C)C(=O)C(CCc2ccccn2)(CCc2ccccn2)C1=O	1.5	-2.5	4.1	-4.8	0.2	-0.9	-5.2	0.0	1.5
Cc1cccc(C)c1NC(=O)CN(C)CC(=O)Nc1ccc(C#N)c(Cl)c1	3.2	-2.7	6.9	-0.9	1.4	2.5	-6.7	0.0	2.0
O=C(NC1CCCCC1)[C@@H]1CC=C[C@@H]2CCN(Cc3ccccc3)C(=O)[C@@H]21	-19.9	-3.0	-3.4	0.9	3.6	0.7	-7.6	0.0	-6.4
CN(C)C(=O)Oc1ccc(Cl)c2ccccc12	8.0	2.4	7.0	1.7	-1.7	-0.1	-2.3	0.0	1.4
Cn1c(O)c(N=Nc2ccc(S(=O)(=O)N3CCOCC3)cc2)c(=O)n(C)c1=O	-1.2	3.5	3.0	0.1	1.9	0.3	-2.2	0.0	0.2
COC(=O)C1=C(c2ccc(F)cc2OCc2ccccc2)C[C@@H]2CC[C@H]1N2C(=O)NCc1ccc2[nH]ccc2c1	nt	nt	-14.1	4.2	nt	2.8	14.3	0.0	nt
NC(=S)c1cn(C2OC(CO)C(O)C2O)c2ncnc(N)c12 (centres undefined)	2.3	5.0	14.6	-4.6	-0.6	0.6	0.5	0.2	3.7
COc1ccccc1N1CCN(Cc2c(F)cccc2Cl)CC1	2.1	-1.7	0.1	-2.7	2.8	4.5	0.5	0.1	-1.0
C#CC(CC)(CC)NC(=O)Nc1ccc(OCC)cc1	-1.1	0.5	-12.1	-9.4	-4.1	-9.0	10.4	0.0	12.5
Cc1cc(C)c2c(c1)-c1cc(C)nn1C(c1cccnc1)N2 (centres undefined)	-0.8	-6.5	-1.0	1.3	2.0	3.2	-8.3	-0.2	-0.9
